N-glyco inh: N-linked glycosylation inhibition | D54 ERlucT glycosylation luciferase reporter, 24 h; percent of 100 nM tunicamycin response | 360,000 compounds, 0.23% hits | reporter increase, % at 12.5 µM;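 active = mean luciferase reporter signal, scaled so untreated is 0 and the glycosylation-blocking control 100, at or above a set limit in every replicate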;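 also: luciferase carries N-glycosylation sites so blocking glycosylation raises the light; 0% = median of neutral control wells and 100% = median of 100 nM tunicamycin wells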
m5-HT2A agonist: activates the mouse 5-HT2A serotonin receptor; activation, % at 7.6 µM; CHO-K1 mHTR2A beta-arrestin complementation, luminescence; percent of 30 µM serotonin response; 360,000 compounds, 0.66% hits; AID 624169;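 active = activation above a run cutoff, the mean activation of all tested compounds plus 3 SD, cut at about 14% in these data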;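 also: 0% = plate median of compound wells and 100% = 30 µM serotonin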
Target sequence (P35363 whole entry, looked up): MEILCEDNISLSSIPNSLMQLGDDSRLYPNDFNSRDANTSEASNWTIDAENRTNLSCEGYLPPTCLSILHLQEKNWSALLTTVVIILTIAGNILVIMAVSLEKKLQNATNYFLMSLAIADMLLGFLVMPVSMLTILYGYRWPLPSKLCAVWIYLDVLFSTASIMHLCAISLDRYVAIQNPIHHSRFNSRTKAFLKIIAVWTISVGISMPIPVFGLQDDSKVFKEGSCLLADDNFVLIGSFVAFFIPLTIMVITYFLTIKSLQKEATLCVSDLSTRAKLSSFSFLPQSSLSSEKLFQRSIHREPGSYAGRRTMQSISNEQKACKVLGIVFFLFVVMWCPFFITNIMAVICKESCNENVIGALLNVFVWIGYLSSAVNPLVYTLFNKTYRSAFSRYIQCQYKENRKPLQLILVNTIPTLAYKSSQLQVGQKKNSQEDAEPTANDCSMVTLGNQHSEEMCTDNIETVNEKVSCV
Exocytosis inh: lytic granule exocytosis inhibition; 360,000 compounds, 0.66% hits; TALL-104 LAMP-1 surface exposure, flow cytometry; cells stimulated with thapsigargin and PMA; inhibition, % at 10 µM;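 active = inhibition above about 55%, limit read from the data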
H9c2 protect: protects H9c2 cardiomyocytes from peroxide injury | 360,000 compounds, 0.63% hits | AID 588492 | protection from H2O2 cell death, % at 20 µM | H2O2 injury protection, ATPLite, 2 h;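 active = compounds giving at least 50% protection of heart cells from peroxide-induced death in the single-dose screen, raw or plate-pattern-corrected value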;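 also: 0% = DMSO wells with peroxide and 100% = DMSO wells without peroxide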
ABHD5 PLIN5 PPI: ABHD5-PLIN5 protein interaction inhibition; Q00G26+Q8WTS1; Split G. princeps luciferase complementation, luminescence, 4 h; inhibition, % at 4 µM; 360,000 compounds, 0.78% hits; AID 602281;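 active = inhibition above the mean inhibition across every tested compound plus 3 SD, cut at about 22% in these data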;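 also: 0% = DMSO only wells and the 100% control is not disclosed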
ABCB6 inh MLPCN: human ABCB6 transporter inhibition. Q9NP58. K562-ABCB6 porphyrin accumulation, flow cytometry, 1 h; active compounds read low. fluorescence ratio to DMSO, % at 10 µM. 360,000 compounds, 0.19% hits. AID 602162;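 active = fluorescence ratio to DMSO below 75%, the collection mean minus 3 SD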;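 also: signal is porphyrin accumulated inside mitochondria; 100% equals median channel fluorescence of DMSO control wells; lower ratio means ABCB6 inhibition with less porphyrin fluorescence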
MC4R antag cAMP: human MC4R antagonism in cAMP assay | P32245 | MC4R-expressing cells, MTII-stimulated cAMP, LANCE TR-FRET | inhibition, % at 6.5 µM | 360,000 compounds, 0.48% hits | AID 540295;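 active = inhibition above its plate's cutoff, the mean of tested wells on that plate plus 3 SD, cut at about 29% in these data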;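 also: 0% = Melanotan II alone and 100% = Melanotan II plus saturating MCL0020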
Target sequence (P32245 whole entry, looked up): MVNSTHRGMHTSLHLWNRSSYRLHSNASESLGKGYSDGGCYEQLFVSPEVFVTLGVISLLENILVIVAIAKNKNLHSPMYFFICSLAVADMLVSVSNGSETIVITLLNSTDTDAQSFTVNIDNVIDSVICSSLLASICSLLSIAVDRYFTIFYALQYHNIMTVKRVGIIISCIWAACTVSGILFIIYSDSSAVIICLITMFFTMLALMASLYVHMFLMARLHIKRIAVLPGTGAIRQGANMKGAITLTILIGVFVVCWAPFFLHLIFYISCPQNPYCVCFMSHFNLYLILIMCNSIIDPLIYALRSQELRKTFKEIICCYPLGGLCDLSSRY
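Assay system: human MC4R-expressing U2OS cells; reagent: Melanotan II stimulation of cells; dosing: 6.5 µM single dose; timing: compound 30 min, challenge 1 h, detection 1 h; signal: TR-FRET cAMP assay; replicates: one well per compound, no replicates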
aDG glyco up: alpha-DG glycosylation activation. Pro5-aDG cells, alpha-DG glycosylation AlphaScreen (IIH6); 0% Pro5, 100% B10-LARGE cell signal. activation, % at 10 µM. 360,000 compounds, 0.22% hits. AID 624168;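 active = activation of at least 8% versus controls, or a plate z-score of at least 8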;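 also: Pro5 are CHO cells carrying HIG-tagged alpha-DG that lacks glycosylation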
MC4R ag barr: agonists of human melanocortin 4 receptor (MC4R) beta-arrestin. P32245. U2OS MC4R beta-arrestin complementation, luminescence; percent of melanotan II response, DMSO zero. activation, % at 8.9 µM. 360,000 compounds, 0.98% hits;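 active = activation above a per-plate cutoff, the mean activation of sample wells on that plate plus 3 SD, cut at about 8% in these data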
iPSC survival up: hiPSC single-cell survival enhancement; survival enhancement, % at 20 µM; 360,000 compounds, 0.044% hits; ATPlite luminescence; 100% = ROCK inhibitor wells, 0% = DMSO; in the data active = survival enhancement above about 18%;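 also: cells exposed to compounds for 16 hours before the ATP read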
Active calls of the source: *; & = joins results of further samples.

Results follow in this order: N-glyco inh | m5-HT2A agonist | Exocytosis inh | H9c2 protect | ABHD5 PLIN5 PPI | ABCB6 inh MLPCN | MC4R antag cAMP | aDG glyco up | MC4R ag barr | iPSC survival up
1: Cc1ccc(C(=O)Cn2c(C(=O)/C=C/c3ccccc3)nc3ccccc32)cc1
→ -5 | 9 | 10 | -9 | 8 | 97 | 7 | 0.1 | 20* | -1.0
2: CCOC(=O)c1ccc(NC(=O)c2c(Cl)cc(C)nc2C)cc1
→ 0 | 1 | 2 | -2 | 3 | 104 | -5 | -0.1 | 1.2 | 0.7
3: COc1cccc(NC(=O)C(Cc2ccccc2)n2cccc2)c1 (stereo not drawn)
→ -3 | -5 | 6 | -4 | -2 | 95 | 10 | 0.0 | 2.4 | -0.6
4: O=C(Oc1ccc(Nc2ncnc3ccccc23)cc1)c1cccnc1
→ -1 | 0 | 4 | 11 | -1 | 104 | 14 | -0.2 | -3.9 | -0.9
5: COc1ccccc1NC(=O)c1cc(-c2cc(OC)c(OC)c(OC)c2)nc2ccccc12
→ -1 | -1 | 19 | 66* | -3 | 93 | 14 | -0.3 | 3.0 | 0.1
6: COCCn1c(Cc2ccccc2)nnc1SCC(=O)NC(C)(C)C
→ 1 | 1 | -1 | 6 | 4 | 99 | -4 | -0.2 | -0.3 | -1.2
7: Cc1nc2c(cnn2-c2ccccc2Cl)c(=O)n1-c1ccc(C(C)C)cc1
→ -6 | 1 | 0 | -5 | -2 | 100 | 2 | 0.0 | -1.3 | 0.7
8: OCC1OC(n2cnc3c(NCc4ccccc4O)ncnc32)C(O)C1O (stereo not drawn)
→ -7 | 3 | 6 | 2 | -7 | 100 | 4 | 0.5 | -1.6 | -0.8
9: COc1cc(N)c(Cl)cc1NC(=O)c1ccccc1
→ -1 | 1 | 0 | 2 | -5 | 101 | 15 | -0.1 | 0.2 | 3.3
10: COC(=O)CN(C(=S)Nc1ccc(F)cc1)C1CC(=O)N(c2ccc(OC)cc2)C1=O (stereo not drawn)
→ 2 | -4 | 0 | 4 | 1 | 97 | 3 | 0.0 | -0.3 | 0.4
11: Cc1ccc(-c2nn(-c3ccccc3)cc2C(=O)NN2CCN(C)CC2)cc1
→ 0 | -7 | -2 | 6 | 1 | 107 | 2 | -0.1 | -2.0 | 1.7
12: Cc1ccc(-n2c(SCc3ccc(C(=O)O)cc3)nnc2-c2ccncc2)cc1
→ 3 | -3 | -7 | 1 | 2 | 99 | -1 | -0.2 | -0.8 | 0.0
13: CCOC(=O)c1sc(NC(=O)COC(=O)c2ccco2)nc1C
→ 4 | -3 | 1 | 0 | -2 | 101 | 4 | -0.1 | 1.2 | 6.2
14: CCN1CCN(CCOc2ccccc2-c2ccccc2)CC1
→ -2 | -7 | -3 | -2 | 11 | 88 | -7 | 0.8 | -0.6 | 0.3
15: NCc1ccc(S(N)(=O)=O)cc1
→ 1&1 | 3&-4 | -1&0 | -6&3 | 6&-1 | 97&107 | 8&3 | 0.1&1.3 | -1.0&0.8 | 0.4&-0.6
16: Cc1nc(/C(N)=N/OC(=O)c2c(-c3ccccc3Cl)noc2C)cs1
→ 6 | -3 | 1 | 8 | 1 | 95 | 3 | 0.1 | -2.1 | -0.6
17: CCC1CCc2c(sc(NC(=O)CSc3nc(-c4ccco4)cc(C(F)(F)F)n3)c2C#N)C1 (stereo not drawn)
→ -1 | -1 | -2 | -15 | 2 | 97 | 9 | -0.2 | -0.2 | 0.8
18: COCCNC(=O)C(=O)N/N=C(\C)CC(=O)Nc1cccc(C(F)(F)F)c1
→ 2 | 1 | -3 | 12 | 11 | 101 | -3 | -0.1 | -2.1 | 0.0
19: CCOc1cc(CNCC(O)c2ccccc2)cc(Cl)c1OC (stereo not drawn)
→ 1 | 1 | 9 | -4 | -3 | 109 | -3 | 1.8 | 1.1 | -0.2
20: O=C(c1cc(COc2ccc3ncccc3c2)on1)N1CCCCCC1
→ -1 | 0 | 1 | -18 | 1 | 93 | -5 | 1.4 | -0.3 | -0.1
21: Cc1c(C(=O)NCc2ccc3c(c2)OCO3)oc2ccc(S(=O)(=O)N3CCCC3)cc12
→ -3 | -3 | -2 | 41 | 3 | 92 | 13 | 0.0 | -0.5 | -1.9
22: CC(NC(=O)c1ccc(F)cc1)c1ccccc1 (stereo not drawn)
→ -2 | 2 | -4 | -10 | 0 | 87 | 14 | 0.0 | -0.5 | 0.8
23: CCCCNC(=S)Nc1cc([N+](=O)[O-])ccc1C
→ 1 | 3 | -4 | 6 | -1 | 100 | -4 | -0.1 | -2.4 | -0.6
24: Cc1ccc2c(c1)C(=O)C(=O)N2CC(=O)OC(C)C
→ -1 | 2 | 5 | -1 | -3 | 99 | 5 | 0.4 | -0.1 | 1.3
25: CNc1nc(NCc2ccccc2)c2ccccc2n1
→ 11 | -9 | 6 | -11 | 6 | 97 | 3 | 1.4 | -1.8 | 0.1
26: COc1cc(NC(=O)c2ccc(OC)c([N+](=O)[O-])c2)ccc1NC(=O)c1cccs1
→ -2 | 1 | -3 | -6 | -7 | 85 | -2 | 0.2 | -1.5 | -0.7
27: CCCNC(=O)C1CCC(CNS(=O)(=O)c2cccc3nsnc23)CC1 (stereo not drawn)
→ 2 | 2 | -1 | -4 | 2 | 95 | 3 | 0.8 | 0.6 | 1.2
28: O=C1CC(N2CCC(O)(c3ccc(Cl)cc3)CC2)C(=O)N1 (stereo not drawn)
→ 1 | 0 | 1 | 13 | 3 | 81 | -3 | -0.4 | -2.8 | -0.5
29: COc1ccccc1OCC(=O)NNC(=S)NC(=O)c1ccco1
→ 1 | 6 | 1 | 28 | -7 | 99 | -5 | -0.3 | -0.8 | -2.1
30: CCC(=O)Oc1ccc(C(=O)Nc2cccc(C(=O)NC(C)(C)C)c2)cc1
→ 4 | -2 | -2 | -9 | 5 | 96 | 10 | 0.0 | -1.1 | -0.1
31: COc1ccccc1C(=O)NCCC(=O)NC1CCCCCC1
→ -2 | 5 | 0 | 1 | 7 | 100 | -1 | -0.1 | -0.2 | -0.4
32: O=C(CC1NCCNC1=O)Nc1ccc(Oc2ccccc2)cc1 (stereo not drawn)
→ 0 | -1 | -2 | -4 | 0 | 92 | 5 | -0.1 | 1.4 | -0.1
33: COC(=O)CN1C(=O)COc2ccc(S(=O)(=O)NCc3ccc(Cl)cc3)cc21
→ 1 | 2 | 0 | 4 | -1 | 104 | -1 | 0.1 | -1.3 | -0.4
34: CCc1ccc(NC(=O)CSc2nc(=O)n(CCCN(C)C)c3c2CCC3)cc1
→ 0 | -6 | 11 | 6 | 6 | 99 | -10 | 0.1 | -4.7 | -0.5
35: COc1ccccc1CNC(=O)CSc1nc(C)cs1
→ 1 | -2 | -15 | -3 | -2 | 96 | 24 | -0.1 | -3.5 | -1.3
36: O=C(CCCC(=O)N/N=C\c1ccccn1)N/N=C\c1ccccn1
→ -1 | 4 | -3 | 3 | 7 | 98 | 1 | -0.1 | 1.8 | 0.2
37: COCCN(C(=O)C1CCC1)c1nnc(-c2cccnc2)s1
→ 1 | 5 | 0 | -10 | -2 | 93 | -8 | -0.2 | -1.7 | 2.5
38: Cc1nc2ccccn2c(=O)c1NC(=O)c1ccco1
→ 1 | -5 | 2 | -2 | 1 | 101 | 1 | -0.2 | -1.2 | -0.3
39: COc1ccc(S(=O)(=O)N(C)C[C@H]2Oc3c(NC(=O)C4CCCCC4)cccc3C(=O)N([C@H](C)CO)C[C@@H]2C)cc1
→ -1 | 1 | -2 | 6 | -1 | 96 | -5 | 0.0 | -1.1 | -1.0
40: Cc1cc(F)cc(-c2cc(C(=O)NCc3ccco3)[nH]n2)c1
→ 0 | -2 | 5 | 2 | 2 | 102 | 1 | 0.1 | 0.3 | 3.9
41: Cc1cccc(NC(=O)Cn2c(=O)n(CC3CCCO3)c(=O)c3ccccc32)c1 (stereo not drawn)
→ -2 | -6 | -7 | 7 | 6 | 103 | 12 | 0.0 | 0.4 | 0.6
42: N#C/C(=C\c1ccc(Oc2ccc(C(F)(F)F)cc2[N+](=O)[O-])cc1)c1nc2ccccc2[nH]1
→ -2 | 0 | 0 | -31 | 3 | 105 | 6 | -0.2 | -0.4 | 1.5
43: COC(=O)c1ccc2c(=O)n(-c3ccccc3)c(=S)[nH]c2c1
→ 2 | 1 | 0 | 12 | 4 | 97 | -2 | 0.2 | -3.6 | 1.5
44: COCCNS(=O)(=O)c1ccc(-c2ccc(Cl)cc2)cc1
→ 1 | 2 | 0 | -2 | -1 | 99 | -7 | -0.1 | -1.6 | 0.7
45: COc1cc(C(C(=O)NCC2CCCO2)N(C(=O)Cn2nnc3ccccc32)c2ccc(C(C)=O)cc2)ccc1O (stereo not drawn)
→ 0 | 3 | -6 | -1 | -3 | 89 | -1 | 0.0 | -0.7 | -0.2
46: COC(=O)c1c(NC(=O)CN2CCC3(O)CCCCC3C2c2ccccc2OC)sc(C)c1C (stereo not drawn)
→ 0 | 3 | 0 | -3 | -5 | 89 | 13 | -0.1 | 0.9 | -2.5
47: CC(=O)Nc1ccc(OCC(O)Cn2c3ccccc3c3ccccc32)cc1 (stereo not drawn)
→ 0 | -2 | 1 | 0 | 7 | 99 | 10 | 0.5 | 2.3 | 4.4
48: Cc1cc(C)c(C#N)c(SCCN2CCOCC2)n1
→ 0 | -5 | 4 | 1 | 5 | 97 | 8 | -0.1 | 2.4 | 0.1
49: COc1ccc(C(=O)NNC(=O)CNC(=O)C2CCCCC2)cc1
→ 0 | -3 | 2 | -6 | -10 | 104 | -1 | 0.1 | -0.3 | 0.5
50: CCc1cc2c(C)cc(C)cc2nc1SCC(=O)Nc1cc(C)on1
→ -2 | 3 | -2 | -12 | 7 | 97 | 18 | -0.2 | -0.5 | 1.3
51: CC(C)C[C@@H](C(=O)N[C@@H](C(=O)O)c1ccccc1)N1C(=O)N2CCc3c([nH]c4ccccc34)[C@@]2(C)C1=O
→ 1 | -4 | -7 | 4 | -3 | 94 | 3 | 0.4 | -1.2 | -0.1
52: CCOC(=O)c1c(-c2ccsc2)csc1N
→ 1 | -4 | -3 | 12 | -22 | 117 | 4 | 0.1 | 1.3 | -4.9
53: CC(=O)OC(C)(C)C1Cc2cc3ccc(=O)oc3cc2O1 (stereo not drawn)
→ 2 | 6 | -3 | -3 | -6 | 97 | 15 | -0.1 | -1.0 | -0.2
54: O=C(COC(=O)c1ccc(O)cc1O)Nc1cccc2ccccc12
→ -1 | -6 | -1 | -3 | 1 | 92 | 2 | 0.3 | 0.1 | -0.4
55: CSc1nnc(-c2ccc(C(F)(F)F)cn2)o1
→ 3 | 0 | -2 | 5 | -6 | 102 | -1 | -0.1 | -2.1 | 0.1
56: CC(C)=NOc1cc(NC(=O)CCl)cc([N+](=O)[O-])c1
→ -11 | 3 | 0 | -3 | -3 | 102 | 17 | -0.5 | -2.3 | -1.4
57: Cc1ccc(NC(=O)c2ccc3c(c2)CCN3S(C)(=O)=O)c(C)c1
→ -1 | -4 | 4 | 0 | 5 | 101 | 7 | -0.2 | -1.3 | -0.4
58: CCCCNC(=O)CCc1c(C)nc2nc(-c3cc(OC)cc(OC)c3)nn2c1C
→ 0 | -1 | 1 | 8 | 1 | 119 | 0 | -0.2 | 1.1 | -1.8

Assay outcomes (PubChem)
